# Screening results from PubChem BioAssay.
# Akt phos inh: blocks phosphorylation of Akt. activity change, % for hits at 50 µM. 360,000 tested, 0.32% active. Neuro2A IGF-stimulated pAkt S473 HTRF, 20 min; active compounds read low. AID 651550; in the data active = activity change below about -80%; inconclusive = mostly about -51% to -80%; also: % is scaled to controls: 0 for no effect and ±100 for the full control effect
#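 Neuro2A cells (4,500/well, DMEM with 0.5% FBS) were treated with compound at a single 50 µM final concentration, stimulated with 6 nM IGF for 20 min at 37 °C, and lysed. Phospho-Akt Ser473 was read by HTRF as 665/615 ratio ×10^4.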
# Nrf2 ARE act: Nrf2 pathway activation; 410,000 tested, 0.31% active; Potency, µM (top dose mostly 46.1 µM), without a hit: top-dose activation, usual class: activators; AREc32 ARE-luciferase reporter (MCF7-derived line), luminescence, 24 h; also: potency is read from the fitted curve at half-maximal effect; % of control where 0% means no effect; nearly all actives have a fitted effect of over 65% in size
#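 Cells of the AREc32 ARE-luciferase line are plated in OPTI-MEM containing 5% FBS and left overnight at 37 deg C. Compounds are pinned in, incubation continues 24 hr, and firefly luciferase signal is then measured.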
# Nrf2 inh: inhibitors of Nrf2 signaling. AID 504444. Potency, µM (doses to about 46 µM), inactives show at the top dose activity change, negative = inhibition, actives largely listed as inhibitors. 360,000 tested, 2.1% active. A549 ARE-Fluc reporter, luciferase luminescence, 18-24 h; also: potency is read from the fitted curve at half-maximal effect; % is scaled to controls: 0 for no effect and ±100 for the full control effect; nearly all actives have a fitted effect of over 60% in size
#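 Quantitative HTS in A549 cells stably bearing an antioxidant response element-firefly luciferase construct. Inhibition of Nrf2-driven transcription was scored by luminescence after 18-24 h of compound exposure at 37 °C.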
# CCT modulator: modulators of cytosolic chaperonin (CCT/TRiC) activity; 360,000 tested, 0.3% active; AID 651819; activity change, % (no concentration beside the values), hits read low; purified chaperonin ATPase assay, HTRF ADP detection, 30 min; in the data active = activity change below about -30%; also: % is scaled to controls: 0 for no effect and ±100 for the full control effect
#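 First, chaperonin was dispensed at 40 nM or 20 nM final depending on batch activity. Next, compounds were pinned at 76 uM and ATP added at 10 uM. After 30 min at 37 °C, ADP detection reagents ran 30 min at ambient temperature.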
# Mm-Cpn inhibitor: inhibitors of Methanococcus maripaludis chaperonin (MmCpn); AID 504842; Potency, µM (highest dose often 76.9 µM), without a hit: at the top dose activity, negative = inhibition, hits mostly inhibitors; purified Mm-Cpn ATPase, ADP Transcreener TR-FRET; 330,000 tested, 0.031% active; also: potency is read from the fitted curve at half-maximal effect; % is scaled to controls: 0 for no effect and ±100 for the full control effect; nearly all actives have a fitted effect of over 80% in size
#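 ATP (10 uM final) was added to archaeal chaperonin (25 nM final) after 10 min exposure to test compound at 37°C; after 30 min further incubation, ADP was detected by competitive TR-FRET.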
# A549 viability: A549 cytotoxicity, counter-screen for Nrf2 inhibitors. A549 ARE-Fluc cells, CellTiter-Fluor viability, 18-24 h. Potency, µM (series often up to 46 µM), inactives show at the top dose activity change, negative = cytotoxicity, most hits filed as inhibitors. 390,000 tested, 0.16% active. AID 504648; also: potency is read from the fitted curve at half-maximal effect; % is scaled to controls: 0 for no effect and ±100 for the full control effect
#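 Cytotoxicity counterscreen: CellTiter-Fluor fluorescence was measured in A549 ARE_Fluc cells after 18-24 h of compound exposure in a concentration series. The subsequent BugLite luminescent read reports ARE-luciferase activity.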
# S2 tox: viability counter-screen for ATXN expression inhibitors; S2 cells (HEK-293 line with an ATXN2-luciferase reporter) viability, CellTiter-Fluor protease fluorescence, 24 h; Potency, µM (top dose mostly 56.7 µM), most hits filed as cytotoxic; 400,000 tested, 0.49% active; AID 651635; also: potency is read from the fitted curve at half-maximal effect; nearly all actives have a fitted effect of over 40% in size
# HepG2 viability: kills HepG2 cells in TGF-b inhibitor counter-screen; AID 588856; 410,000 tested, 0.76% active; HepG2 CAGA-GFP viability, ATP luminescence, 18 h; Potency, µM (highest dose often 46.1 µM), without a hit: top-dose activity change, negative = cytotoxicity, actives largely listed as cytotoxic; also: potency is read from the fitted curve at half-maximal effect; some results filed as inactive show a strong effect at the top dose
#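 HepG2 CAGA-GFP cells (1000/well, DMEM with 1% FBS) received compound, then TGF-beta at 500 pg/mL final, and were incubated 18 hours at 37 degrees C. Viability was read by CellTiter-Glo luminescence. Media-only wells were set as complete cell-killing and DMSO as no toxicity.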
# TGFb inhibitor: inhibitors of TGF-b signaling; HepG2 CAGA-GFP TGF-b/SMAD3 reporter, GFP fluorescence, 18 h; TGF-beta stimulated, 500 pg/mL final; Potency, µM (highest dose often 46.1 µM), inactives show top-dose activity, negative = inhibition, most hits filed as inhibitors; 410,000 tested, 1.2% active; also: potency is read from the fitted curve at half-maximal effect; % is scaled to controls: 0 for no effect and ±100 for the full control effect; nearly all actives have a fitted effect of over 65% in size
#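 HEPG2 CAGA-GFP cells (1000/well, DMEM with 1% FBS) were pre-incubated 2 h at 37 degrees C, given compound by pin tool, then stimulated with TGF-beta at 500 pg/mL final for 18 h before per-cell GFP fluorescence imaging.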
# * = called active by the depositor; i = inactive; ? = inconclusive; · = not tested or not shown; [ ] = another dose, or the depositor's remark. Unless noted, calls follow the shape of the dose curve; as a rule, active = well fitted curve in the direction sought with a large enough effect; inconclusive = small, poorly fitted or top-dose-only effect, or another doubt; inactive = no such curve, though single readings can be large; an effect the other way counts as inactive or inconclusive.
SMILES,Akt phos inh,Nrf2 ARE act,Nrf2 inh,CCT modulator,Mm-Cpn inhibitor,A549 viability,S2 tox,HepG2 viability,TGFb inhibitor
CCOC(=O)C1=C(C)OC(N)=C(C#N)C1c1cc(C)sc1C (stereo not drawn),i,3.5%,14%,-1.0,0%,-10%,i,10%,7%
CCCc1cc(C(=O)Cc2ccc(C(=O)OCC)o2)c(O)cc1O,i,3.3%,?,-0.1,-1%,-20%,i,-7%,-5%
COc1ccc(S(=O)(=O)N(C)C[C@H]2Oc3c(NC(=O)Nc4ccc5c(c4)OCO5)cccc3C(=O)N([C@H](C)CO)C[C@@H]2C)cc1,i,-1.4%,-11%,-2.0,-1%,-1%,?,-10%,-8%
Cc1ccc(NC(=O)CSCC(=O)N2c3ccccc3CCc3ccccc32)cc1,i,0.3%,?,-6.4,-5%,-23%,i,-15%,?
O=C1NCCCC1C(=O)Nc1ccccn1 (stereo not drawn),i,-0.6%,8%,2.1,3%,5%,i,7%,4%
CCNC(=S)NCc1ccc(F)cc1,i,0.1%,-3%,-1.2,?,8%,i,-7%,16%
CC(=O)N/C(=C/c1ccc2c(c1)OCO2)C(=O)NCc1ccccc1,i,-0.2%,4%,-0.5,1%,-1%,i,-17%,-7%
CSCCC(NC(=O)c1ccccc1Br)C(=O)NNC(=O)c1ccncc1 (stereo not drawn),i,0.4%,7%,0.0,-1%,0%,?,-11%,7%
Cc1noc(C)c1CSCC(=O)Nc1cc(Cl)ccc1N1CCCCC1,i,6.6%,-19%,-27,0%,-10%,i,8%,?
COc1ccc(N(C(=O)c2cccc(C)c2)S(=O)(=O)c2ccc3c(c2)n(C)c(=O)n3C)cc1,·,9.7%,-12%,·,·,-5%,?,-34%,-2%
COc1ccccc1-n1nc(C(=O)NCc2ccco2)c2ccccc2c1=O,i,0.4%,-15%,-3.3,0%,-3%,i,-34%,1%
CC(C)(C)NNC(=S)Nc1ccc(S(=O)(=O)N2CCOCC2)cc1,i,0.2%,?,-5.1,-3%,-13%,i,-13%,1%
CCCCN(C(=O)c1ccco1)c1nnc(-c2cc(OC)c(OC)c(OC)c2)s1,i,4.1%,-5%,-1.2,-2%,1%,i,3%,-1%
CC(CN1CCCCC1)NC(=O)c1cc(-c2ccccn2)nc2ccc(Cl)cc12 (stereo not drawn),i,0.4%,-11%,1.5,-1%,1%,i,-29%,?
CC(C)(C)c1[nH]ncc1[N+](=O)[O-],i,-0.1%,-2%,-1.9,-2%,-1%,i,23%,31%[activator]
O=C(N/N=C/c1ccco1)C1CC1(c1ccccc1)c1ccccc1 (stereo not drawn),i,20%,2%,1.0,-1%,-5%,i,1%,1%
O=C(O)C1Nc2c(O)cc(Cl)c([N+](=O)[O-])c2C2C=CCC12 (stereo not drawn),i,0.1%,11%,0.6,-9%,?,?,-4%,-1%
CC(C)CCOc1ccc(C(=O)NCC2OCCc3ccccc32)cc1 (stereo not drawn),·,-1.2%,?,·,·,-1%,i,1%,3%
Cc1ccc(CNC(=O)c2cc(S(=O)(=O)N3CCOCC3)cn2C)cc1,i,-0.2%,1%,-3.6,0%,1%,i,-9%,12%
C=CCC[C@H](Cc1ccc(F)cc1)C(=O)OC[C@H](Cc1c[nH]c2ccccc12)NC(=O)[C@@H](CC=C)CC(=O)N[C@@H](CO)Cc1ccccc1,i,-2.7%,?,-0.3,0%,?,18µM*,13µM*,?

# Given with two lines to a compound: 11 of the compounds above.
# Second line of a record: Akt phos inh | Nrf2 ARE act | Nrf2 inh | CCT modulator | Mm-Cpn inhibitor | A549 viability | S2 tox | HepG2 viability | TGFb inhibitor
CCOC(=O)C1=C(C)OC(N)=C(C#N)C1c1cc(C)sc1C (stereo not drawn)
    i | 3.5% | 14% | -1.0 | 0% | -10% | i | 10% | 7%
CCCc1cc(C(=O)Cc2ccc(C(=O)OCC)o2)c(O)cc1O
    i | 3.3% | ? | -0.1 | -1% | -20% | i | -7% | -5%
COc1ccc(S(=O)(=O)N(C)C[C@H]2Oc3c(NC(=O)Nc4ccc5c(c4)OCO5)cccc3C(=O)N([C@H](C)CO)C[C@@H]2C)cc1
    i | -1.4% | -11% | -2.0 | -1% | -1% | ? | -10% | -8%
Cc1ccc(NC(=O)CSCC(=O)N2c3ccccc3CCc3ccccc32)cc1
    i | 0.3% | ? | -6.4 | -5% | -23% | i | -15% | ?
O=C1NCCCC1C(=O)Nc1ccccn1 (stereo not drawn)
    i | -0.6% | 8% | 2.1 | 3% | 5% | i | 7% | 4%
CCNC(=S)NCc1ccc(F)cc1
    i | 0.1% | -3% | -1.2 | ? | 8% | i | -7% | 16%
CC(=O)N/C(=C/c1ccc2c(c1)OCO2)C(=O)NCc1ccccc1
    i | -0.2% | 4% | -0.5 | 1% | -1% | i | -17% | -7%
CSCCC(NC(=O)c1ccccc1Br)C(=O)NNC(=O)c1ccncc1 (stereo not drawn)
    i | 0.4% | 7% | 0.0 | -1% | 0% | ? | -11% | 7%
Cc1noc(C)c1CSCC(=O)Nc1cc(Cl)ccc1N1CCCCC1
    i | 6.6% | -19% | -27 | 0% | -10% | i | 8% | ?
COc1ccc(N(C(=O)c2cccc(C)c2)S(=O)(=O)c2ccc3c(c2)n(C)c(=O)n3C)cc1
    · | 9.7% | -12% | · | · | -5% | ? | -34% | -2%
COc1ccccc1-n1nc(C(=O)NCc2ccco2)c2ccccc2c1=O
    i | 0.4% | -15% | -3.3 | 0% | -3% | i | -34% | 1%

# Quoted from the entries so far for reference:
SMILES,Akt phos inh,Nrf2 ARE act,Nrf2 inh,CCT modulator,Mm-Cpn inhibitor,A549 viability,S2 tox,HepG2 viability,TGFb inhibitor
Cc1ccc(CNC(=O)c2cc(S(=O)(=O)N3CCOCC3)cn2C)cc1,i,-0.2%,1%,-3.6,0%,1%,i,-9%,12%
C=CCC[C@H](Cc1ccc(F)cc1)C(=O)OC[C@H](Cc1c[nH]c2ccccc12)NC(=O)[C@@H](CC=C)CC(=O)N[C@@H](CO)Cc1ccccc1,i,-2.7%,?,-0.3,0%,?,18µM*,13µM*,?

# (next part)
SMILES,Akt phos inh,Nrf2 ARE act,Nrf2 inh,CCT modulator,Mm-Cpn inhibitor,A549 viability,S2 tox,HepG2 viability,TGFb inhibitor
CCOc1ccc(N2CC(NS(=O)(=O)c3cccnc3)CC2=O)cc1 (stereo not drawn),i,0.4%,12%,0.2,1%,3%,i,-3%,3%
COc1cccc(-c2cnc(C(O)c3cccc(OC)c3)[nH]2)c1 (stereo not drawn),i,0.0%,·,-1.3,·,·,i,-4%,2%
CC(C)(C)c1ccc(C(=O)NC(=S)NCc2ccco2)cc1,i,2.6%,15%,-0.7,1%,16%,i,-24%,-4%
O=C(CSCc1ccccc1Cl)N1CCN(c2ccc(F)cc2)CC1,·,4.1%,·,·,·,6%,·,-28%,?
CCCS(=O)(=O)c1c(S(=O)(=O)CCC)c2c(N)cccn2c1C(=O)c1ccccc1,i,0.4%,-28%,-0.3,-5%,-5%,i,-2%,10%
CCOC(=O)c1c(S(=O)(=O)NCC(=O)Nc2cccc(C)c2)c(C)n(C)c1C,i,-0.1%,15%,1.3,-3%,0%,i,2%,2%
O=C1CCCc2c1nn(-c1ccccc1)[n+]2[O-],i,-0.5%,·,0.7,-1%,-5%,i,1%,4%
CCOC(=O)CSc1nc2ccc(NC(=O)c3ccc(Cl)cc3)cc2s1,·,6.1%,16%,·,·,-6%,i,-56%,?
COc1ccc(OCCOC(=O)CNC(=O)c2ccc(C)cc2)cc1,i,0.1%,7%,1.2,2%,1%,i,-20%,14%
O=C(O)c1cccc(NC(=O)c2cn(-c3ccccc3)nc2-c2ccc([N+](=O)[O-])cc2)c1,i,-0.5%,-18%,1.1,-2%,10%,i,-40%,-7%
CC(=O)NC(C)C(=O)OCc1ccc(Cl)cc1Cl (stereo not drawn),·,-1.0%,13%,2.0,-4%,-5%,i,14%,34%[activator]
CCOC(=O)c1sc(NC(=O)/C=C/c2cnn(C)c2C)c(C(=O)OC(C)C)c1C,i,-0.5%,·,0.0,-2%,11%,i,-2%,5%
COc1ccc(N(CC(=O)Nc2ccccc2C(=O)N2CCOCC2)S(=O)(=O)c2ccc(F)cc2)cc1,i,-0.5%[9.22 µM],2%,0.0,0%,1%,i,-6%,-5%
CCOC(=O)c1ccc[n+](C(C)C(=O)c2ccc(-c3ccccc3)cc2)c1 (stereo not drawn),i,2.6%,-9%,-0.5,-2%,-1%,i,2%,-16%
COc1ccc(-c2csc(NC(=O)CCS(=O)(=O)c3ccccc3)n2)c(OC)c1,i,28%,?,0.1,-8%,-3%,i,-99%,?
CN(C)/C=C/c1c(C#N)c(=O)ncn1Cc1ccccc1,·,-0.4%,3%,-0.3,-1%,-5%,·,6%,0%
CCOC(=O)[C@]12CCCC=C1N(Cc1ccc3c(c1)OCO3)C(=O)[C@H](CC(=O)N1CCC(c3ccccc3)CC1)C2,i,4.1%,·,-0.3,·,·,?,·,·
C[C@H](CO)N1C[C@H](C)[C@@H](CN(C)S(C)(=O)=O)Oc2c(NC(=O)C3CCCCC3)cccc2C1=O,i,2.4%,-6%,-0.7,3%,0%,i,9%,-8%
O=[N+]([O-])c1cc(C(F)(F)F)ccc1NCCc1ccncc1,i,3.6%,2%,-2.2,2%,0%,i,-12%,0%
